Screening data from PubChem BioAssay.
GDH-TPI inh – inhibits GDH-TPI coupling enzymes, artifact for Mtb FBA screen; inhibition, % at 4.8 µM; GDH-TPI coupled enzyme counterscreen, NADH absorbance; 1.2% of 360,000 active; in the data active = inhibition above about 30%;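 note: 0% = DMSO wells and 100% = wells lacking the enzyme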
Vc quorum ag – inducers of Vibrio cholerae quorum light production without autoinducers; V. cholerae BH1578 lux reporter, luminescence, 6 h; activation, % at 18.7 µM; 0.16% of 350,000 active; in the data active = activation mostly above about 9.7%, no sharp cut-off; note: not every result past the cut was called active; inactives centre near 0; reference of the scale not given here
MazEF act – activators of E. coli MazEF toxin-antitoxin RNase. FAM/BHQ RNA-DNA oligo cleavage fluorescence, 5 h. activation, % at 20 µM. 0.32% of 350,000 active; in the data active = activation above about 50%
Target sequence (P0AE70 whole entry, looked up): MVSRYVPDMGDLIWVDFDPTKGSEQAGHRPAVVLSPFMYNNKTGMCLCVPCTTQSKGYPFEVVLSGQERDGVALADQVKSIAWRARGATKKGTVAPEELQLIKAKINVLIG
SSB-PriA inh – inhibitors of Klebsiella pneumoniae PriA binding to SSB C-terminal tail. AlphaScreen SSBct-PriA binding, biotinylated peptide. inhibition, % at 33 µM. 0.6% of 430,000 active; in the data active = inhibition mostly above about 37%, no sharp cut-off; inactive = mostly below about 20%;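 note: plate controls were negative control peptide for no effect and reference peptide for full effect; strong numbers were not always called active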
FBA Mtb inh – Mtb fructose-bisphosphate aldolase inhibition. P9WQA3. purified M. tuberculosis FBA, fluorescence read-out. inhibition, % at 1 µM. 2.3% of 360,000 active; in the data active = inhibition above about 27%;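 note: 0% = vehicle and 100% = reference inhibitor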
Target sequence (P9WQA3 whole entry, looked up): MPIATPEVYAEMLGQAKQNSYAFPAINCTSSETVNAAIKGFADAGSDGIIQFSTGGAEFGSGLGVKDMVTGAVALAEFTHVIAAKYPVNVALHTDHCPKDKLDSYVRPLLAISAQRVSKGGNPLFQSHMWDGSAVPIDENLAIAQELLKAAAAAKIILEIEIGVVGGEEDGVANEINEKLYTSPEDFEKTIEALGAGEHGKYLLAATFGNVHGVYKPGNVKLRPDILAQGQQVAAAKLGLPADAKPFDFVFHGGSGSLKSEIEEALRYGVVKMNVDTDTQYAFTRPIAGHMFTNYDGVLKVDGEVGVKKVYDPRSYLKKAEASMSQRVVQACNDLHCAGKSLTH
BioA inh – BioA (M. tuberculosis) enzyme inhibition | AID 602481 | inhibition, % at 9.99 µM | 0.096% of 360,000 active | purified M. tuberculosis BioA enzyme, plate reader; in the data active = inhibition above about 40%
UGM FP inh – blocks M. tuberculosis UGM enzyme; P9WIQ1; purified UGM, fluorescence polarization probe displacement; inhibition, % at 10 µM; 0.06% of 320,000 active; in the data active = inhibition above about 10%, passing the limit was not always enough
Target sequence (P9WIQ1 whole entry, looked up): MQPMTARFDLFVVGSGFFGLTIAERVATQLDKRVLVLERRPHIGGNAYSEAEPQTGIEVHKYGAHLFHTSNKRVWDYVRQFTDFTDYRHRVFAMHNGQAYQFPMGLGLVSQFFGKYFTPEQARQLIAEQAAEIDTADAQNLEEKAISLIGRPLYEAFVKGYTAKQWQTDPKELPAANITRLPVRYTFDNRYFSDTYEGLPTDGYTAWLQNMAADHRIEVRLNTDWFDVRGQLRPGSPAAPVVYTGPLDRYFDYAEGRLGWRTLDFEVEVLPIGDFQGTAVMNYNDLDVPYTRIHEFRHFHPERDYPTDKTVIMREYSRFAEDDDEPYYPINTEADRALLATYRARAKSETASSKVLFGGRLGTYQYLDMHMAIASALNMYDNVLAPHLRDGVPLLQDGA
DUSP3 inh – DUSP3 (human) phosphatase inhibition. inhibition, % at 13.3 µM. 0.52% of 290,000 active. recombinant VHR phosphatase, pNPP absorbance. P51452; in the data active = inhibition above about 50%; note: some compounds called inactive have numbers as strong as hits
Target sequence (P51452 whole entry, looked up): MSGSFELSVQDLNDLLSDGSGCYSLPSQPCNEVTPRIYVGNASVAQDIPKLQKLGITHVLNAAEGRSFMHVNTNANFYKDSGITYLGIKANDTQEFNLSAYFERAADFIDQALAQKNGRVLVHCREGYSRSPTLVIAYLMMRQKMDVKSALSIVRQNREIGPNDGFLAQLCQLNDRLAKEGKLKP
3CLpro inhibitor – SARS-CoV 3CLpro protease inhibition; recombinant SARS-CoV 3CLpro, quenched FRET peptide cleavage; 0.14% of 290,000 active; AID 1706; inhibition, % at 6 µM; in the data active = inhibition above about 12%
Rv3671c inh – inhibits the M. tuberculosis serine protease Rv3671c; inhibition, % at 5.96 µM; 0.048% of 320,000 active; AID 2606; in the data active = inhibition above about 38%;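 note: extracellular domain of Rv3671c used as enzyme; 0% = enzyme with DMSO and 100% = no enzyme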
* = called active by the depositor; i = inactive; . = not tested or not shown; & = joins results of further samples. Not all compounds are listed, so the mix of outcomes need not match the whole.

[1] O=C(CC1C(=O)NCCN1Cc1c(F)cccc1Cl)NC1CCCC1 (centres undefined)
[2] CCC(Sc1nnc(-c2ccco2)n1C)C(=O)Nc1nnc(C)s1 (centres undefined)
[3] COc1ccc2c3c1O[C@H]1C[C@@H](O)C=C[C@@]31CCN(C)C2
[4] CCN1CCN(c2ccc([N+](=O)[O-])cc2C(=O)c2ccc(Cl)cc2)CC1
[5] Cc1cc2c(Nc3cccc(O)c3)ncnc2s1
[6] NC(=O)/C(=C\c1cccnc1)NC(=O)c1ccccc1
entry no.	1	2	3	4	5	6
GDH-TPI inh	1	0	7	-2	0	2
Vc quorum ag	i	-3.1	-0.2	i	-0.3	-0.3
MazEF act	6	12	16	2	8	7
SSB-PriA inh	-11	-6	-2	21	-14	-7
FBA Mtb inh	4	2	1	1	-1	-2
BioA inh	0.2	-9.4	-0.8	.	5.3	.
UGM FP inh	-1.2	1.8	-0.7	-1.5	-2.1	-2.2
DUSP3 inh	34	70	-2	1	-12	12
3CLpro inhibitor	1	0	1	-2	5	0
Rv3671c inh	-3	6	0	9	6	7

[7] Cc1sc(NC(=O)CN2CCN(c3ccccn3)CC2)c(C#N)c1C
[8] CCOC(=O)c1c(NC(=S)Nc2ccc(F)cc2)sc2c1CCC2
[9] O=C(NCCc1ccc(C(F)(F)F)cc1)c1ccc2c(c1)OCO2
[10] O=C(CCNC(=O)c1ccc([N+](=O)[O-])cc1)Nc1cc(C(F)(F)F)ccc1N1CCOCC1
[11] Cc1ccc(NC(=O)Nc2cc(C)on2)cc1
[12] CC(C)CS(=O)(=O)C1=NSC2=NC(=O)/C(=C\c3ccc(OC(=O)c4ccco4)cc3)C(=N)N21
entry no.	7	8	9	10	11	12
GDH-TPI inh	16	0	6	0	-1	16
Vc quorum ag	-2.9	-0.7	i	i	-1.0	-2.6
MazEF act	-6	-3	-3	4	1	2
SSB-PriA inh	-14	-3	-10	.	3	-18
FBA Mtb inh	1	0	3	0	-2	3
BioA inh	1.5	-2.4	-0.7	0.9	.	1.3
UGM FP inh	0.9	-0.8	0.7	.	-0.2	-1.5
DUSP3 inh	9	12	.	.	-6	-5
3CLpro inhibitor	5	1	.	.	1	13*
Rv3671c inh	-2	5	5	.	1	-5

[13] Cc1occc1C(=O)N/N=C/C1=C(N2CCOCC2)C(=C\c2ccc(Cl)cc2Cl)/CC1
[14] O=C(Nc1nnc(COc2ccccc2)s1)C1CCN(S(=O)(=O)c2ccc(Cl)cc2)CC1
[15] Cc1ccc(N(C(=O)c2ccco2)C(C(=O)NC2CCCC2)c2cccnc2)cc1 (centres undefined)
[16] COc1ccc2c(C)cc(SCC(=O)NCC3CCCO3)nc2c1 (centres undefined)
[17] Cc1c(/C=N/NC(=O)CNc2ccccc2)c2ccccn2c1C(=O)c1ccc(Cl)cc1
[18] Cn1cccc1C(=O)OCC(=O)NCCc1ccc(S(N)(=O)=O)cc1
entry no.	13	14	15	16	17	18
GDH-TPI inh	6	2	1	19	20	-7
Vc quorum ag	-0.3	-0.2	-0.4	i	-0.2	-1.7
MazEF act	29	10	3	-6	-8	-10
SSB-PriA inh	.	-18	-30	-8	.	-3
FBA Mtb inh	-1	7	5	5	4	2
BioA inh	-2.6	1.0	0.0	1.6	-1.5	-0.6
UGM FP inh	8.0	-0.2	0.6	-0.3	-1.0	0.8
DUSP3 inh	-11	24	31	.	18	.
3CLpro inhibitor	4	-3	3	.	1	.
Rv3671c inh	3	10	5	0	-1	-3

[19] Cc1ccc(NC(=O)C2(C)CCN2C(=O)C2(c3ccc(Cl)cc3)CC2)cc1 (centres undefined)
[20] O=C(NCCO)C(c1ccccc1)c1ccccc1
[21] COc1ccccc1CN1CC(C(=O)N2CCC(OC)CC2)CCC1=O (centres undefined)
[22] S=C(Nc1ccc(Cl)c(Cl)c1)NC1CCCCC1
[23] Cc1ccc(C(=O)OCC(=O)Nc2ccc(S(N)(=O)=O)cc2)c(O)c1
[24] CC1C(=O)N2CCCc3cc(S(=O)(=O)NCCc4ccccc4)cc1c32 (centres undefined)
entry no.	19	20	21	22	23	24
GDH-TPI inh	-1	-1	-3	-8	-1	9
Vc quorum ag	-0.6	-1.0	-0.4	i	i	-6.1
MazEF act	.	2	1	22	2	2
SSB-PriA inh	.	-15	1	-7	-5	-16
FBA Mtb inh	-2	-1	4	-5	1	-1
BioA inh	-1.9	-1.2	-2.1	.	-3.2	0.4
UGM FP inh	.	-1.4	4.7	-1.4	-1.9	-1.1
DUSP3 inh	.	3	12	11	-22	-9
3CLpro inhibitor	.	-1	-9	6	9	1
Rv3671c inh	.	-2	4	-40	-1	2

3 structures out of the list, arranged by molar mass, lowest first:
[20] O=C(NCCO)C(c1ccccc1)c1ccccc1
[22] S=C(Nc1ccc(Cl)c(Cl)c1)NC1CCCCC1
[23] Cc1ccc(C(=O)OCC(=O)Nc2ccc(S(N)(=O)=O)cc2)c(O)c1
entry no.	20	22	23
GDH-TPI inh	-1	-8	-1
Vc quorum ag	-1.0	i	i
MazEF act	2	22	2
SSB-PriA inh	-15	-7	-5
FBA Mtb inh	-1	-5	1
BioA inh	-1.2	.	-3.2
UGM FP inh	-1.4	-1.4	-1.9
DUSP3 inh	3	11	-22
3CLpro inhibitor	-1	6	9
Rv3671c inh	-2	-40	-1

Next structures
[25] O=C(c1ccc2c(c1)CCC2)N1CCN(Cc2c(F)cccc2Cl)CC1
[26] Cn1c(O)c(Cc2ccc(OCc3ccccc3)cc2)c(=O)n(C)c1=O
[27] CC(C)CN(C(=O)COC(=O)C12CC3CC(CC(O)(C3)C1)C2)C1CCS(=O)(=O)C1 (centres undefined)
[28] Nc1c(N(CCC2=CCCCC2)C(=O)C2CC2)c(=O)[nH]c(=O)n1Cc1ccccc1
[29] CCOC(=O)C1CCN(c2cc3c(cc2NC(=O)c2ccccc2)n(C)c(=O)n3C)CC1
[30] COC1C(OC(=O)c2ccc(C)[nH]2)C(O)C(Oc2ccc3c(O)c(NC(=O)c4ccc(O)c(CC=C(C)C)c4)c(=O)oc3c2Cl)OC1(C)C (centres undefined)
entry no.	25	26	27	28	29	30
GDH-TPI inh	-14	-4	14	-12	7	10
Vc quorum ag	-0.5	0.8	6.7	i	i	-0.4
MazEF act	5	5	4	1	-9	55*
SSB-PriA inh	.	0	-15	-23	1	18
FBA Mtb inh	1	7	-1	4	0	6
BioA inh	0.2	-5.8	.	1.3	-1.1	4.0
UGM FP inh	.	-1.9	-4.7	-6.5	2.2	3.7
DUSP3 inh	.	21	15	37	48	28
3CLpro inhibitor	.	1	-3	2	-2	13*
Rv3671c inh	.	-6	2	2	-14	-20

[31] CCOC(=O)c1cnc[nH]c1=O
[32] Cc1cc(NC(=O)CCCC(=O)NCc2cccs2)no1
[33] Cc1c(Cl)ccc2c(C(=O)NC(C)c3ccncc3)cc(-c3ccncc3)nc12 (centres undefined)
[34] Cc1cc(-c2ccc(NS(=O)(=O)c3ccccc3)c(C)c2)ccc1NS(=O)(=O)c1ccccc1
[35] CC(C)C[C@H](NC(=O)c1nc[nH]c1C(=O)N1CCN(C(=O)OC(C)(C)C)CC1)C(=O)OCc1ccccc1
[36] O=C(NCC(=O)N(c1cccnc1)C(C(=O)NC1CCCCC1)c1ccccc1F)c1ccco1 (centres undefined)
entry no.	31	32	33	34	35	36
GDH-TPI inh	5	-8	.	15	-2	-4
Vc quorum ag	1.3	i	.	-2.9	-0.2	-0.4
MazEF act	8	-1	.	23	1	0
SSB-PriA inh	-1&-9	-5	.	-1	-8	0
FBA Mtb inh	3	57*	.	1	-2	1
BioA inh	1.0	0.4	.	-0.9	1.9	.
UGM FP inh	.	0.3	-1.8	.	0.6	-0.2
DUSP3 inh	.	19	21	.	18	-8
3CLpro inhibitor	.	6	4	.	3	2
Rv3671c inh	.	-4	0	.	-17	8

[37] CC(C)C[C@@H](CNCC(=O)[C@H](Cc1c[nH]c2ccccc12)NC(=O)c1[nH]cnc1C(=O)N[C@@H](C)CN)NC(=O)c1nc[nH]c1C(=O)N[C@@H](CC(=O)O)C(=O)O
[38] COc1ccc(N(C)C2=NS(=O)(=O)c3ccccc32)cc1
[39] CN(c1ccccc1)S(=O)(=O)c1ccc(C(=O)Nc2nnc(C3=COCCO3)o2)cc1
[40] CN(C)c1ccc(C(CNC(=O)Cc2cccc3ccccc23)N(C)C)cc1 (centres undefined)
[41] Cc1ccc(C(=O)C[n+]2cc(-c3ccccc3)n3c2CCCCC3)cc1
[42] CN(C(=O)CSc1nnc(N)s1)C1CCCCC1
entry no.	37	38	39	40	41	42
GDH-TPI inh	12	5	8	5	7&-1	2
Vc quorum ag	-0.7	i	i	-0.2	0.9	1.6
MazEF act	-2	-9	1	2	4&0	0
SSB-PriA inh	-7	-11	-18	31	-1	-3
FBA Mtb inh	3	0	1	2	1&-2	2
BioA inh	-1.2	-1.6	-1.3	0.4	.	0.0
UGM FP inh	.	-0.3	0.0	-1.2	-4.3&2.8	2.4
DUSP3 inh	.	33	18	25	-2&5	34
3CLpro inhibitor	.	-2	2	2	2&1	4
Rv3671c inh	.	-3	-30	6	-3&-7	-4

[43] Oc1ccccc1/C=N/n1c2ccccc2c2ccccc21
[44] Cc1ccc(-c2nc3c(c(=O)c4ccccc4n3C)c(=O)n2Cc2ccco2)cc1
[45] CCNc1nc(OCC)nc(N2CCC(Cc3ccccc3)CC2)n1
[46] COc1ccc2[nH]c(C(=O)NCCN3CCOCC3)cc2c1
[47] Cc1ccc(S(=O)(=O)N2CCOCC2)cc1NC(=O)COC(=O)COc1ccc(C#N)cc1
[48] CCOC(=O)c1c(NC(=S)N2CCOCC2)sc2c1CCN(C(=O)OCC)C2
entry no.	43	44	45	46	47	48
GDH-TPI inh	19	32*	-1	2	-1	-1
Vc quorum ag	0.0	1.6	i	i	-0.5	-0.6
MazEF act	1	13	0	5	-6	20
SSB-PriA inh	.	5	5	1	.	4
FBA Mtb inh	-1	3	0	77*	4	1
BioA inh	-1.1	-0.6	.	-4.1	-0.6	-1.5
UGM FP inh	1.2	-3.0	-2.9	0.4	.	-0.3
DUSP3 inh	4	4	-12	33	.	18
3CLpro inhibitor	0	8	3	0	.	0
Rv3671c inh	6	-2	2	4	.	8

[49] CS(=O)(=O)NCCSCc1ccccc1
[50] COC(=O)C1CCN(C(=O)CSc2nc3nc(C)cc(C)n3n2)CC1
[51] C[C@H]1CN([C@@H](C)CO)S(=O)(=O)c2ccc(Br)cc2O[C@H]1CN(C)C(=O)NC1CCCCC1
[52] Cc1c(-n2cc(C(=O)c3cc(F)ccc3O)cc(C#N)c2=O)c(=O)n(-c2ccccc2)n1C
[53] Cc1ccccc1Cn1c(C)c(C(=O)NCCC#N)sc1=O
[54] CCOC(=O)CNC(=O)c1ccc(C#CC2(O)CCCCC2)cc1
entry no.	49	50	51	52	53	54
GDH-TPI inh	-3	-7	5	10	14	3
Vc quorum ag	0.7	i	2.1	-0.6	i	-0.1
MazEF act	10	-2	2	-192	.	18
SSB-PriA inh	-9	-9	.	-5	.	-2
FBA Mtb inh	2	0	5	-8	4	1
BioA inh	-0.6	3.2	5.6	-5.5	0.6	.
UGM FP inh	-0.8	.	.	-1.0	.	-5.2
DUSP3 inh	-5	.	.	8	.	-10
3CLpro inhibitor	-5	.	.	2	.	4
Rv3671c inh	-13	.	.	-10	.	-5

[55] CC1(C)N=C(N)N=C(N)N1CCCCc1ccccc1
[56] Brc1ccc2ncnc(NCc3cccnc3)c2c1
[57] CC(=O)Nc1ccc(N2C(=O)CC(c3ccccc3)CC2=O)cc1
[58] CCOc1ccc(OCC(O)CN2CCc3ccccc3C2)cc1 (centres undefined)
[59] CSc1ccc(/C=N/NC(=O)CN2CCN(Cc3ccc(C)cc3)CC2)cc1
[60] CSC1=NCCN1C(=O)c1ccc(S(=O)(=O)N(C)C)cc1
[61] O=C(CSc1ncnc2nc[nH]c12)c1ccc([N+](=O)[O-])cc1
entry no.	55	56	57	58	59	60	61
GDH-TPI inh	0	27	-5	-1	16	3	12
Vc quorum ag	.	-0.4	i	i	-0.2	-0.3	2.0
MazEF act	8	13	5	-6	0	7	-11
SSB-PriA inh	-11	-6	-11	-11	.	-3&-2	-1
FBA Mtb inh	0	0	-2	0	0	1	0
BioA inh	.	.	0.3	0.1	-1.9	1.4	.
UGM FP inh	.	-1.4	2.7	-7.0	-2.3	0.2	-0.3
DUSP3 inh	.	13	1	6	9	21	32
3CLpro inhibitor	.	2	1	-5	-1	1	8
Rv3671c inh	.	4	-1	-4	-1	-2	5
